Bioassay records deposited in PubChem by several laboratories.
NOD1 NF-kB reporter – NOD1 signaling inhibitors, primary screen, cell-based, luminescence, uHTS (AID 1578). inhibition, % at 4 µM; hits with a dose series show EC50 in µM. 290,000 tested, 1% active. NOD1-driven NF-kB luciferase reporter cells, luminescence; higher % means a stronger effect; in the data active means inhibition mostly above about 36%, no sharp cut-off; inactive means mostly below about 34%;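 further: HEK-293T reporter cells stimulated with the NOD1 agonist gamma-tri-DAP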
NOD2 inhibition – NOD2 signaling inhibitors, cell-based, luminescence, uHTS, HEK293 (AID 1566); 290,000 tested, 0.63% active; HEK293 NOD2/NF-kB luciferase reporter, luminescence; higher % means a stronger effect; inhibition, % at 4 µM, or EC50 in µM where a hit was titrated; further: many of its hits are not listed in these tables
LYP phosphatase – inhibitors of LYP phosphatase, biochemical, fluorescence intensity, uHTS (AID 1779). recombinant LYP phosphatase, fluorescence intensity; higher % means a stronger effect. 290,000 tested, 0.054% active. inhibition, % at 11.5 µM, or IC50 in µM where a hit was titrated. Tyrosine-protein phosphatase non-receptor type 22 (Homo sapiens);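 further: plate controls were vehicle with enzyme for no effect and no enzyme for full effect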
Siah-1 displacement – Siah-1 peptide-binding antagonists, primary screen, biochemical, fluorescence polarization, rhodamine-plectin, uHTS (AID 1817) | E3 ubiquitin-protein ligase SIAH1 (Homo sapiens) | Siah-1 / rhodamine-plectin peptide fluorescence polarization; higher % means a stronger effect | displacement, % at 20 µM, or IC50 in µM where a hit was titrated | 290,000 tested, 0.02% active;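 active means displacement of at least 50% at 20 µM, with a fluorescence ratio check between 0.3 and a set limit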;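 further: plate controls were Siah plus tracer with DMSO for no effect and tracer alone without Siah for full effect; strong numbers were not always called active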
PhoP inhibition – inhibitors of PhoP regulon expression, primary screen, Salmonella Typhimurium, GFP reporter (AID 1863); S. Typhimurium PhoP-regulated promoter GFP reporter, 4 h; higher % means a stronger effect; inhibition, % at 50 µM, or IC50 in µM where a hit was titrated; 300,000 tested, 0.16% active;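 active means inhibition over 29.93%, a cutoff 3 SD above the screen mean, later confirmed by dose response; inconclusive means inhibition over 29.93% but no dose response follow-up; inactive means inhibition at most 29.93% or unconfirmed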;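 further: 0% = low Mg2+ inducing control and 100% = high Mg2+ repressing control; strong numbers were not always called active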
KOR beta-arrestin-1 – KOR agonists, beta-arrestin recruitment, primary screen, cell-based, luminescence, uHTS (AID 1777) | Kappa-type opioid receptor (Homo sapiens) | KOR beta-arrestin recruitment, luminescence; higher % means a stronger effect | 280,000 tested, 0.02% active | one-dose activation, % at 10 µM; EC50 in µM for titrated hits; in the data active means activation above about 50%, passing the limit was not always enough; further: a part of the inactive calls stands beside numbers as strong as those of hits
KOR beta-arrestin-2 – KOR antagonists, beta-arrestin recruitment, cell-based, luminescence, uHTS (AID 1778); 290,000 tested, 0.091% active; one-dose inhibition, % at 10 µM; IC50 in µM for titrated hits; KOR beta-arrestin recruitment, luminescence, antagonist mode; higher % means a stronger effect; further: strong numbers were not always called active
Myeloid diff 2 – induction of myeloid progenitor differentiation, primary screen, cell-based, flow cytometry, MLPCN library; calls only at 10 µM; 360,000 tested, 1% active; ER-HoxA9 myeloid progenitors, lysozyme-GFP differentiation;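 active means normalized GFP-positive differentiation at or above the plate's own cutoff, the solvent-only control mean plus 3 SD; inconclusive means no clear call, values can overlap the other calls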;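 further: cells exposed to compound for four days before flow analysis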
HIV peptide binding – inhibitors of HIV fusion peptide binding, primary screen, biochemical, uHTS, fluorescence dequenching (AID 1986); cell-free peptide binding, fluorescence dequenching, 30 min; higher % means a stronger effect; one-dose inhibition, % at 20 µM; IC50 in µM for titrated hits; 290,000 tested, 0.3% active; in the data active means inhibition mostly above about 52%, no sharp cut-off; inactive means mostly below about 76%; further: some results filed as inactive read as strong as hits
Myeloid diff 2 GFP+ MAC1+ % – second read-out of Myeloid diff 2, no call of its own (marks repeat the call); GFP+ MAC1+ double positive, %; measured here: differentiation confirmed by MAC1 staining
Active calls of the source: *; i = inactive; ? = inconclusive; . = not tested or not shown; + = active, no number; [ ] = dose if it differs, or a comment. Unless noted, no stated cut-off is given here; in the data, active means inhibition above about 50%; inactive means the rest. An excerpt; the hit share may differ from the screen's.

SMILES | NOD1 NF-kB reporter | NOD2 inhibition | LYP phosphatase | Siah-1 displacement | PhoP inhibition | KOR beta-arrestin-1 | KOR beta-arrestin-2 | Myeloid diff 2 | Myeloid diff 2 GFP+ MAC1+ % | HIV peptide binding
COc1ccc(Cl)cc1NC(=O)CN(C)CC(=O)Nc1ccc(C)cc1Br | -21% | 12% | 1% | 2% | 2% | -2.9% | -3% | i | 0.8 | -0.3%
O=C(O)CCCN1C(=O)C2C3CC(C2C1=O)C1C(c2ccccc2)c2sc(=O)n(-c4ccccc4)c2SC31 (stereo not drawn) | 5% | 7% | -12% | 0% | 1% | 8.1% | -42% | i | 0.2 | 5.2%
COc1cc2c(cc1OC)CN(CC(=O)NC(=O)NCc1ccccc1)CC2 | -36% | 0% | 4% | -1% | 0% | 2.1% | 7% | + | 2.1* | -0.9%
CCN(CCCNC(=O)CC1Oc2ccc(C)cc2NC1=O)Cc1ccccc1 (stereo not drawn) | -14% | 5% | -6% | -1% | 10% | 0.2% | 5% | i | 1.6 | -1.7%
CCN(CC)S(=O)(=O)c1ccc(OC)c(NC(=O)c2ccc(=O)[nH]c2)c1 | -11% | 7% | -7% | 7% | -10% | 1.5% | -22% | i | 1.0 | 2.3%
Cc1nn(-c2ccccc2)c(N2CCCCC2)c1/C=N/NC(=O)c1ccncc1 | -8% | 23% | 1% | -1% | 4% | 0.8% | -49%[20 µM] | i | 0.9 | -2.5%
CCc1cc(OCCN2C(=O)NC(C)(C)C2=O)ccc1Cl | -6% | 2% | -4% | -3% | 9% | 4.8% | -2% | i | 0.5 | 0.6%
Cc1cnc([N+](=O)[O-])n1CCOC(=O)c1cccc(F)c1 | -12% | -26% | -6% | -6% | . | 1.1% | -28% | i | 1.0 | 0.0%
O=C(COC(=O)c1cc2ccccc2cc1O)NC(=O)NCc1ccco1 | -6% | 6% | 0% | -6% | -8% | -5.3% | 9% | i | 0.1 | 1.2%
CCOC(=O)c1c(C)c(C(=O)N2CCCCCC2)c(C)n1CC | -9% | 18% | -1% | 2% | -1% | -3.9% | -2% | i | 1.4 | -1.7%
COc1cc(/C=N/NC(=O)c2cccc([N+](=O)[O-])c2)ccc1OC(=O)c1ccco1 | -21% | 16% | 0% | 1% | -8% | -4.1% | 38% | i | 0.4 | -2.2%
O=C(C(c1ccccc1)c1ccccc1)N1CCN(Cc2ccccn2)CC1 | -24% | -2% | -1% | 12% | -2% | -0.7% | -14% | i | 0.4 | 1.8%
CC(=O)c1ccc(NC(=O)C[n+]2ccccc2)cc1 | 11% | 7% | -7% | -2% | 8% | -0.9% | -16%[20 µM] | i | 0.3 | 2.0%
COc1ccc(S(=O)(=O)N(C)c2ccccc2)c2cccnc12 | -5% | -14% | -6% | -8% | 13% | -5.8% | 3% | ? | . | -2.1%
CC(C)N=C(NS(=O)(=O)NC(=O)c1ccccc1)c1ccccc1 | -35% | -2% | 3% | 2% | -4% | -4.4% | 3% | i | 0.1 | -1.2%
Nc1ccc(Br)cc1-c1nc2ccccc2[nH]c1=O | -67% | -28% | 0% | 0% | 13% | -4.7% | 9% | i | 1.0 | 19%
CCN1CCN(CC(O)COC(c2ccccc2)c2ccccc2C)CC1 (stereo not drawn) | 0% | -12% | -8% | 2% | -2% | 1.5% | 26% | i | 0.5 | -2.0%
NC1=NC2(CCCC2)N=C(Nc2ccccc2)N1 | -9% | 18% | -7% | 3% | 10% | 5.9% | 11% | i | 0.7 | -0.6%
CCOC(=O)Nc1ccc2c(c1)N(C(=O)N1CCN(C)CC1)c1ccccc1S2 | -25% | 2% | 0% | -2% | 1% | 1.8% | -17% | i | 2.1 | -1.7%
O=C(COC(=O)c1ccc(S(=O)(=O)NCc2ccco2)cc1)Nc1ncc(Cl)cc1Cl | -21% | 12% | 0% | 4% | -13% | 7.0% | 20% | i | 0.5 | 3.5%
CC(c1ccco1)N(C(=O)COc1ccc(Cl)cc1Cl)c1ccccn1 (stereo not drawn) | . | -143% | 6% | -5% | 12% | 19% | -20% | i | 2.8 | 4.4%
COc1ccc(OC)c(NC(=O)CSc2nnnn2C)c1 | -12% | -4% | -10% | 2% | -3% | -5.3% | 10% | i | 1.0 | 1.3%
CC1CCCCC1NC(=O)C1Cc2ccccc2CN1S(C)(=O)=O (stereo not drawn) | . | -6% | -4% | 1% | -12% | -2.5% | 28% | i | 1.4 | -0.4%
CC(=O)Nc1nc2ccccc2n1Cc1ccccc1Cl | 6% | -27% | 0% | -2% | -5% | -4.9% | 17% | i | 0.4 | 0.2%
COc1cccc(CNS(=O)(=O)c2c(C)[nH]c(C)c2C(=O)N2CCCC2)c1 | -21% | 3% | -11% | 9% | -1% | 0.0% | 5% | i | 3.7 | -0.3%
O=C(O)COc1ccc2c(c1)OCCO2 | -1% | 9% | -4% | 2% | -6% | -4.2% | 0% | i | 0.8 | 1.9%
COC(=O)CCCCCN1C(=O)/C(=C\c2ccncc2)SC1=S | 0% | -3% | 0% | 3% | 0% | -0.1% | -10% | i | 1.2 | -4.4%
COc1ccc(C(=O)NC2CCN(Cc3c(F)cccc3Cl)CC2)cc1OC | -14% | -5% | -5% | 2% | . | -3.8% | 8% | i | 0.5 | -0.9%
CC(O)c1nc2cc([N+](=O)[O-])ccc2n1Cc1ccccc1 (stereo not drawn) | 9% | 16% | -7% | -2% | 3% | 2.4% | -7% | i | 0.5 | 3.3%
CC1CCc2cc(F)ccc2N1C(=O)c1cccnc1 (stereo not drawn) | -13% | 7% | -6% | -1% | -5% | -4.1% | -46%[20 µM] | i | 0.6 | -1.5%
COc1cc(/C=N/NC(=O)c2cncc(Br)c2)cc([N+](=O)[O-])c1O | 1% | 20% | 2% | -12% | 21% | 3.1% | 21% | i | 1.0 | 13%
CCOC(=O)C1=C(C)N(C)C(=S)NC1c1ccccc1 (stereo not drawn) | 4% | 19% | 2% | -3% | 8% | -1.0% | 12% | i | 1.0 | -1.2%
O=C(O)CCC(CNS(=O)(=O)c1ccccc1)C(F)(F)F (stereo not drawn) | -29% | 1% | -3% | 9% | 1% | -1.4% | 16% | i | 0.7 | 1.6%
Cc1ccc(S(=O)(=O)c2cn(Cc3ccc(F)cc3)c3cc4c(cc3c2=O)OCO4)cc1 | 4% | 22% | -1% | 0% | 30% | -3.4% | 28% | i | 0.1 | -1.3%
Cc1cc([N+](=O)[O-])nn1Cc1noc(C(=O)NCc2ccc3c(c2)OCO3)n1 | -40% | 7% | -6% | -1% | 1% | -5.5% | -16% | i | 2.7 | -0.8%
O=C(COC(=O)c1ccco1)NCc1ccc(Cl)cc1 | -22% | 16% | 1% | -2% | 2% | -3.5% | 27% | i | 0.5 | -1.3%
CCCc1ccc(S(=O)(=O)N/N=C\c2ccc3c(c2)OCO3)cc1 | 12% | 10% | -10% | 1% | 6% | -1.4% | 2% | i | 0.4 | -0.7%
Cc1ccc(S(=O)(=O)NC(c2ccccc2)C(C)C(=O)n2nc(C)cc2C)cc1 (stereo not drawn) | 22% | 19% | -7% | -3% | 12% | -3.9% | 9% | i | 0.6 | 1.9%
Cc1cc(-c2n[nH]c(=S)n2/N=C/c2ccccc2[N+](=O)[O-])n[nH]1 | -26% | -6% | 3% | -1% | -6% | 8.3% | 13% | i | 0.2 | -0.2%
CCOC(=O)c1cc(NC(=O)c2ccc(C)cc2)c(=O)oc1C(F)(F)F | -38% | 4% | -2% | 7% | 11% | -4.2% | 6% | i | 1.1 | 3.8%

3 structures out of the list, sorted by number of heavy atoms, lowest first.
SMILES | NOD1 NF-kB reporter | NOD2 inhibition | LYP phosphatase | Siah-1 displacement | PhoP inhibition | KOR beta-arrestin-1 | KOR beta-arrestin-2 | Myeloid diff 2 | Myeloid diff 2 GFP+ MAC1+ % | HIV peptide binding
COc1cc(/C=N/NC(=O)c2cncc(Br)c2)cc([N+](=O)[O-])c1O | 1% | 20% | 2% | -12% | 21% | 3.1% | 21% | i | 1.0 | 13%
Cc1cc([N+](=O)[O-])nn1Cc1noc(C(=O)NCc2ccc3c(c2)OCO3)n1 | -40% | 7% | -6% | -1% | 1% | -5.5% | -16% | i | 2.7 | -0.8%
Cc1ccc(S(=O)(=O)NC(c2ccccc2)C(C)C(=O)n2nc(C)cc2C)cc1 (stereo not drawn) | 22% | 19% | -7% | -3% | 12% | -3.9% | 9% | i | 0.6 | 1.9%

(next part)
SMILES | NOD1 NF-kB reporter | NOD2 inhibition | LYP phosphatase | Siah-1 displacement | PhoP inhibition | KOR beta-arrestin-1 | KOR beta-arrestin-2 | Myeloid diff 2 | Myeloid diff 2 GFP+ MAC1+ % | HIV peptide binding
O=c1c2cc(Cl)cc(Cl)c2nc2n1CCC2 | -39% | 8% | -1% | 6% | 0% | 2.3% | -18% | i | 0.5 | 0.8%
O=C1NC(c2ccc(Cl)cc2)Oc2ccccc21 (stereo not drawn) | -18% | 9% | -9% | 2% | -6% | -3.2% | 1% | i | 0.3 | -1.8%
CCOCCC(=O)Nc1cc(Cl)ccc1OC | -2% | 6% | -6% | -4% | 10% | -7.7% | 14% | i | 0.8 | -1.8%
COc1ccc(CNCCC(c2ccccc2)C2CCOC(C)(C)C2)cc1 (stereo not drawn) | -49% | -25% | -8% | 8% | -7% | -2.3% | -16% | . | . | 1.1%
O=C(NCC1CC1)c1cc([N+](=O)[O-])cc([N+](=O)[O-])c1 | 0% | 26% | -10% | 11% | 2% | -3.0% | -5% | i | 0.1 | 0.7%
O=C(CSc1nnc(SCc2ccccc2)s1)N/N=C/C=C\c1ccco1 | 2% | -10% | 24% | 62% | -12% | 1.4% | 28% | i | 0.8 | 51%*
COc1cccc(NC(=O)Nc2ccc3c(c2)nc(C)n3C)c1 | -22% | -145% | 3% | -1% | . | . | 7%[20 µM] | i | 0.0 | -0.9%
Cc1ccc(NC(=O)COC(=O)CNC(=O)c2cccc([N+](=O)[O-])c2)cc1S(=O)(=O)N1CCCCCC1 | -32% | 8% | 3% | -1% | 0% | 4.3% | 9% | i | 0.7 | -2.2%
O=C(O)c1ccc(CSc2nnc(-c3ccco3)n2-c2ccccc2)cc1 | 8% | -2% | -8% | -5% | -4% | 1.7% | -35% | i | 0.0 | 3.3%
CCC(N1CCOC1=O)S(=O)(=O)c1ccc(C)cc1 (stereo not drawn) | 0% | 6% | 2% | 2% | 13% | 1.7% | 8% | i | 2.4 | -0.3%
O=C(Cc1ccc(F)cc1)N1CCN=C1SCc1ccc([N+](=O)[O-])cc1 | 7% | 18% | 4% | 6% | 14% | -0.9% | 38% | i | 1.0 | 0.1%
CC1CN(S(=O)(=O)c2ccc(F)cc2)C(C)N1C(=O)N1CCOCC1 (stereo not drawn) | -39% | -9% | -5% | 2% | 4% | 1.8% | 5% | i | 1.5 | -0.7%
Cc1ccc(S(=O)(=O)N(C)c2ccc(C(=O)O)cc2)cc1 | -3% | 0% | -3% | 1% | -10% | 2.4% | -12% | i | 1.1 | 3.3%
COc1cccc(OCCCCCCN2CCOCC2)c1 | -12% | -12% | -10% | 3% | 11% | 2.8% | -56% | i | 0.2 | -0.1%
